HCMV inh: human cytomegalovirus inhibition; HFF cells, HCMV-luciferase reporter, 72 h; active compounds read low; activity change, negative = inhibition, % at 57.5 µM; hit rate 4.5% among 410,000; AID 1259415; in the data active means activity change below about -60%; inconclusive means no clear call, values can overlap the other calls; inactive means above about -39%; further: on the % scale 0 is the no-effect control and ±100 the full control effect
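Two compound doses tested in HFFs infected with HCMV-luciferase, MOI 1 PFU/cell, 72 h at 37C. Lysate luminescence read with OneGlo; data normalized against buffer-only and 10uM Salinomycin inhibitor controls.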
AmpC no deterg: blocks E. coli AmpC beta-lactamase in detergent-free assay. P00811. AmpC nitrocefin hydrolysis, absorbance 480 nm, 0.0001% Triton. Potency, µM (doses to about 57.1 µM), for inactives: at the highest dose activity change, negative = inhibition, usual class: inhibitors. hit rate 0.52% among 330,000. AID 485341;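 further: potency means the concentration at half of the fitted maximal effect; plate controls were no compound for no effect and no enzyme for full effect; nearly all actives have a fitted effect of over 20% in size; some results filed as inactive show a strong effect at the top dose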
Target sequence (P00811 whole entry, looked up): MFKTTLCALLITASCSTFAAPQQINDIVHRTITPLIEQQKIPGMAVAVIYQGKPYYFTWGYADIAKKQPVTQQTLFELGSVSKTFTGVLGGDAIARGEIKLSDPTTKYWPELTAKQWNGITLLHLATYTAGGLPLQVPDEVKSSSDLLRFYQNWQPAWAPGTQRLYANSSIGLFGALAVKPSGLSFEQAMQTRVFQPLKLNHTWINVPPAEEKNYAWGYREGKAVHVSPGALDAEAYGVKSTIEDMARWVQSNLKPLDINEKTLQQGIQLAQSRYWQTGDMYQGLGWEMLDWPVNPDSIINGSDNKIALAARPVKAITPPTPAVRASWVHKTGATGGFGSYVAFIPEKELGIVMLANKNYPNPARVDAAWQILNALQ
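20 mM phosphate pH 7.0 + 0.01% (detergent screen) or 0.0001% Triton X-100; 5.3 nM AmpC reagent; cpd preinc 15 min RT; nitrocefin (800 uM stock) to start; A480 q20 s × 4 min; Activity was normalised to no-enzyme and no-compound control wells.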
Giardia FBPA inh: blocks Giardia fructose-bisphosphate aldolase activity | A8B2U2 | purified Giardia FBPA | Potency, µM (top dose mostly 59.6 µM), inactives show top-dose activity, negative = inhibition, most hits filed as inhibitors | hit rate 0.71% among 290,000; further: potency means the concentration at half of the fitted maximal effect; on the % scale 0 is the no-effect control and ±100 the full control effect; nearly all actives have a fitted effect of over 55% in size
Target sequence (A8B2U2 whole entry, looked up): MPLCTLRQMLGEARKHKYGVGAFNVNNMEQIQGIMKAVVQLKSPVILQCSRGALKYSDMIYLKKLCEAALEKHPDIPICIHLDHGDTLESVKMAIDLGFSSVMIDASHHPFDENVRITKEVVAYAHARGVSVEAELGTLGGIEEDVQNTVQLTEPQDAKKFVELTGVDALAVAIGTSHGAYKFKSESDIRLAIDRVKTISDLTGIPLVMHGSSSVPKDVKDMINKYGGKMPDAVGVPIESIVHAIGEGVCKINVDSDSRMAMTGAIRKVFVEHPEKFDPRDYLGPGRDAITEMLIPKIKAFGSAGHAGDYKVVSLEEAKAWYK
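40 nM FBPA preincubated 10 min at RT with compound (up to 57.5 uM final), then substrate plus GAPDH/TPI/NAD/arsenate coupling and diaphorase/resazurin added. Fluorescence read after 20 min at RT, 525/598 nm.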
Shiga inhibitor: inhibitors of Shiga toxin in Vero cells | Vero cells, Shiga toxin protein synthesis inhibition reporter | inhibition, % at 38.7 µM | hit rate 9.2% among 290,000 | AID 2315; in the data active means inhibition mostly above about 28%, no sharp cut-off; inactive means mostly below about 43%; further: 0% is about no effect
Cycloheximide cs: affects cycloheximide protein synthesis inhibition readout, counter-screen; cell reporter, cycloheximide protein synthesis inhibition counterscreen; max response, %; hit rate 12% among 300,000; AID 2314; in the data active means max response mostly above about 13%, no sharp cut-off; inactive means mostly below about 14%; further: read at 38.3 µM for the half of the compounds with a filed dose; 0% is about no effect
AmpC inh detg: inhibitors of E. coli AmpC beta-lactamase with detergent; P00811; AmpC hydrolysis of nitrocefin, absorbance 480 nm, 0.01% Triton; Potency, µM (titrated, usually from 114 µM), without a hit: at the highest dose activity change, negative = inhibition, usual class: inhibitors; hit rate 0.041% among 370,000;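 further: potency means the concentration at half of the fitted maximal effect; 0% = no-compound wells and -100% = no-enzyme wells; nearly all actives have a fitted effect of over 25% in size; some results filed as inactive show a strong effect at the top dose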
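AmpC (5.3 nM in the dispensed reagent) in 20 mM phosphate pH 7.0 with 0.01% (detergent screen) or 0.0001% Triton X-100 was preincubated with compounds for 15 min at room temperature. Nitrocefin was then added from an 800 uM solution, and hydrolysis was followed at 480 nm.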
AMA1 RON2 block: AMA1-RON2 (P. falciparum) interaction inhibition | AlphaScreen AMA1-biotinylated RON2 peptide binding | hit rate 0.2% among 360,000 | Potency, µM (series often up to 58.2 µM), for the others: at the highest dose activity change, negative = inhibition, hits mostly inhibitors;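 further: potency means the concentration at half of the fitted maximal effect; 0% = vehicle wells and -100% = peptide control; nearly all actives have a fitted effect of over 45% in size; some results filed as inactive show a strong effect at the top dose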
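AMA1 (3D7) with his tag at 25 nM final met compounds first, then biotinylated RON2 peptide at 25 nM; detection used donor plus acceptor beads, 10 µg/mL apiece, read by AlphaScreen after 30 min at room temperature.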
An asterisk follows results filed as active; ? = inconclusive; · = no result given; & = joins results of further samples; [ ] = dose if it differs, or a comment. Unless noted, the call rests on the fitted dose curve; in most records, active means well fitted curve in the direction sought with a large enough effect; inconclusive means small, poorly fitted or top-dose-only effect, or another doubt; inactive means no such curve, though single readings can be large; an effect the other way counts as inactive or inconclusive.

item	SMILES	HCMV inh	AmpC no deterg	Giardia FBPA inh	Shiga inhibitor	Cycloheximide cs	AmpC inh detg	AMA1 RON2 block
1	COC(=O)C1=C(Nc2ccccc2NC(=O)CCCC(=O)O)CSC1	-10	1%	-15%	29	14*	0%	0%
2	O=C(C1CCN(S(=O)(=O)c2ccccc2)CC1)N1CCCCC1	68	-9%	6%	-7	-5	-10%	14%
3	CC(C)(C)NC(=O)C(c1ccc(O)cc1)N(C(=O)CCC(=O)Nc1nccs1)c1ccccc1F (stereo not given)	?	-13%	-3%	-12	2	3%	-13%
4	CCc1c(C)nc(SC)n(CC#N)c1=O	5	?	4%	11	-1	-1%	-4%
5	COc1ccc(-c2cc(-n3c(C(F)(F)F)nc4ccccc43)n(CCC#N)n2)cc1	40	86%[activator]	2%	13	6	0%	-21%
6	CC(C)CCN1CC(=O)N2[C@@H](Cc3c([nH]c4ccccc34)C2(C)C)C1=O	0	40%	2%	-7	-2	-7%	-8%
7	O=C(Cc1coc2cc3c(cc12)CCC3)OCc1cc(=O)n2c(n1)sc1ccccc12	17	32µM*	3%	11	8	-1%	-19%
8	O=S(=O)(c1ccccc1)c1cnc(-c2cccnc2)nc1-c1ccc(Cl)cc1Cl	-9	14%	9%	-16	-3	1%	-5%
9	CCN(CC(=O)NCc1ccc(Cl)cc1)C(=O)c1cc(S(=O)(=O)NCc2ccccc2)ccc1C	10	14%	-2%	-10	-1	?	-1%
10	O=[N+]([O-])c1cc(S(=O)(=O)c2ccc(O)c([N+](=O)[O-])c2)ccc1O	97	-24%	-5%	11	-4	-5%	10%
11	O=C(Nc1ccc(F)cc1F)c1ccccc1-c1ccccc1	-39	-26%	-1%	5	0	-2%	-12%
12	O=C(CCn1c(=O)sc2ccccc21)NCc1cccs1	?	-17%	6%	4	7	1%	-3%
13	CCC(Oc1ccccc1)C(=O)N1CCN(S(=O)(=O)c2ccccc2)CC1 (stereo not given)	0	1%	·	·	·	-8%	4%
14	CCCC(C(=O)NCCC(C)C)N(Cc1ccccc1Cl)C(=O)c1snc(C(N)=O)c1N (stereo not given)	-7	-5%	9%	-2	0	0%	15%
15	COC(=O)c1sc(-c2ccc(C(C)(C)C)cc2)cc1NC(=O)COCC(=O)O	68	132%[activator]	9%	44*	20*	2%	-10%
16	O=C(Nc1ccccc1)Nc1cccc(NC(=O)Nc2ccccc2)c1F	4	-31%	0%	47	18*	1%	-7%
17	O=C(Nc1ccc2c(c1)OCO2)c1ccc[n+]([O-])c1	36	-7%	1%	58	8	-3%	13%
18	CN(c1ccccc1)S(=O)(=O)c1ccc(C(=O)N2CCCC(C(F)(F)F)C2)cc1 (stereo not given)	-35	88%[activator]	-1%	19	5	-7%	1%
19	CC(C)=C1SC(N2CCOCC2)=NC1=O	-32	-23%	-2%	-11	-5	0%	0%
20	CC[C@H](C)[C@H](NC(=O)[C@H](Cc1ccc(O)cc1)NC(=O)[C@@H](NC(=O)[C@H](CCCN=C(N)N)NC(=O)[C@@H](N)CC(=O)O)C(C)C)C(=O)N[C@@H](Cc1cnc[nH]1)C(=O)N1CCC[C@H]1C(=O)O	·	·	-4%	-3	-2	·	·
21	CCOc1ccc(-c2c(C(=O)N/N=C/C3CC=CCC3)nnn2-c2nonc2N)cc1 (stereo not given)	?	-51%	·	-4	-4	-2%	70%[activator]
22	CCOC(=O)C1CCN(CCC(=O)Nc2ccc(Cl)cc2)CC1	-18	-6%	2%	-27	-2	2%	6%
23	O=C(/C=C/c1ccccc1[N+](=O)[O-])N1CCc2ccccc2C1	13	-20%	1%	22	21*	-11%	6%
24	Nc1c(C(=O)NCc2ccco2)sc2nc3c(cc12)C(=O)CCC3	91	-38%	?	48	22	?	-7%
25	CCOC(=O)C1=C(N)OC(C)=C(C(=O)OCCOC)C12C(=O)Nc1ccccc12 (stereo not given)	48	0%	-6%	-24	1	2%	2%
26	COCCN1C(=O)N(c2cccc(C)c2)C(=O)C1CC(=O)Nc1ccc(F)cc1 (stereo not given)	2	9%	3%	-18	1	?	9%
27	CCOC(=O)c1c(NC(=O)Nc2cccc(Cl)c2)sc(C)c1C	-26	-34%	1%	5	6	-12%	-2%
28	CCOc1ccccc1/C=N/Nc1ccnc(=O)[nH]1	-99*	-4%	-10%	28	24*	4%	99%[activator]
29	Cc1ccc2c(C)c(C(=O)N(C)C(C)c3ccon3)oc2c1C (stereo not given)	-3	33%	8%	83*	59*	?	1%
30	CCOc1ccc(C(=O)NCc2ccco2)cc1OCC	43	-20%	5%	21	-2	-17%	-17%

Reprinted from the part before: 4 entries; new compounds follow.
item	SMILES	HCMV inh	AmpC no deterg	Giardia FBPA inh	Shiga inhibitor	Cycloheximide cs	AmpC inh detg	AMA1 RON2 block
27	CCOC(=O)c1c(NC(=O)Nc2cccc(Cl)c2)sc(C)c1C	-26	-34%	1%	5	6	-12%	-2%
28	CCOc1ccccc1/C=N/Nc1ccnc(=O)[nH]1	-99*	-4%	-10%	28	24*	4%	99%[activator]
29	Cc1ccc2c(C)c(C(=O)N(C)C(C)c3ccon3)oc2c1C (stereo not given)	-3	33%	8%	83*	59*	?	1%
30	CCOc1ccc(C(=O)NCc2ccco2)cc1OCC	43	-20%	5%	21	-2	-17%	-17%
31	CC(NC(=O)c1cccc(S(=O)(=O)N2CCN(Cc3ccccc3)CC2)c1)c1ccc(Cl)cc1 (stereo not given)	-14	-6%	·	·	·	-13%	-22%
32	Cc1ccc(N(C(=O)C2CCCO2)C2C=CS(=O)(=O)C2)cc1Cl (stereo not given)	37	-16%	5%	-6	-1	?	2%
33	CCn1c(SCC(=O)Nc2ccc3c(c2)c2ccccc2n3CC)nnc1-c1cnccn1	-4	·	5%	-5	-1	-1%	-7%
34	CCCCn1c(CN2CCN(c3ccccc3)CC2)nc2c1c(=O)n(C)c(=O)n2C	·	?	-6%	10	4	-4%	-3%
35	Cc1ccc(S(=O)(=O)Nc2ccnc(-c3cccnc3)n2)cc1	-18	-8%	14%	-11	-6	9%	-2%
36	Cc1cccc(/C=N/NC(=O)Cc2ccc(Cl)cc2)c1O	-89*	-59%	15%	-7	-2	-6%	150%[activator]
37	CCCN1CC23C=CC(O2)C(C(=O)O)C3C1=O (stereo not given)	-7	35µM*	6%	-4	-4	?	0%
38	CN(C)CCCn1c(SCc2c(Cl)cccc2Cl)nnc1-c1ccncc1	37	-4%	-14%	·	-2	-14%	-23%
39	O=C(Nc1cc(C(F)(F)F)ccc1N1CCOCC1)c1ccc2ccccc2n1	33	-32%	-19%	76	23*	?	-10%
40	CCOc1cccc(/C=N/N2C(=O)CSC2=S)c1O	-22	?	-7%	38*	13*	-19%	-15%
41	COc1ccc(NC(=O)CC2C(=O)NCCN2C(=O)Nc2ccc(C(F)(F)F)cc2)cc1 (stereo not given)	11	143%[activator]	·	2	-3	-12%	-4%
42	NC(=O)C1CCN(S(=O)(=O)Cc2ccccc2Cl)CC1	-15	-16%	2%	-8	-1	-10%	3%
43	CCn1c(SCC(=O)c2ccc(Cl)cc2)nnc1C(C)C	39	3%	-21%	116*	34*	?	0%
44	Cc1ccccc1CN(c1ccc(C(=O)NCc2ccccn2)cc1)S(C)(=O)=O	-38	49%	8%	-9	-1	-5%	0%
45	Cc1ccc(N(C(=O)Cn2nnc(-c3cccs3)n2)C(C(=O)NC2CCCC2)c2ccncc2)cc1 (stereo not given)	-31	-10%	0%	-10	-5	-3%	0%
46	Cc1nn(C)cc1/C=N/NC(=O)Cn1cncn1	34	-4%	5%	12	13	-1%	-8%
47	Cc1cc(C)cc(NC(=O)C[n+]2ccccc2)c1	21	1%	-26%	-13	-3	-5%	-2%
48	COc1ccccc1NCC(=O)N/N=C(\C)c1ccc(Br)s1	-14	-25%	-2%	-14	2	-2%	-11%
49	COc1ccc(NC2CCCN(C(=O)c3csc(C(C)C)n3)C2)cc1 (stereo not given)	-12	-15%	-9%	-13	-2	-9%	-6%
50	O=C(CCNS(=O)(=O)c1ccccc1)NCCCc1ccccc1	-10	-15%	·	·	·	-14%	14%
51	COC(=O)CN1C(=O)N/C(=C/c2ccc(C)o2)C1=O	-4	-11%	?	4	-2	-5%	3%
52	COc1ccccc1OCC(=O)Nc1ccncc1	26	-2%	1%	22	10	4%	1%
53	Cc1cnc(NC(=O)CCCNC(=O)c2ccc(Cl)cc2)s1	-13	-5%	·	·	·	3%	-9%
54	CCn1c(=O)c2c(n3cnnc13)-c1ccccc1CC21CCCCC1	-35	-7%	8%	-4	-3	?	-3%
55	O=C(OCCN=C1NS(=O)(=O)c2ccccc21)c1cccs1	-18	-5%	4%	21	7	9%	-17%
56	Cc1nc2c(ccc3c2ccc2nc(C)sc23)s1	86	-7%	-3%	71*	23	-10%	3%
57	Cc1ccc(N(CC(=O)NC(C)C)C(=O)CCC(=O)Nc2nccs2)cc1C	?	0%	28%	-7	-2	-16%	-1%
58	COc1cccc(C(=O)c2sc(NC(C)C)nc2N)c1	-97*	-22%	-19%	51*	36*	-8%	0%
59	O=C(Nc1ccc(F)cc1)c1nn(-c2ccccc2)c(=O)cc1Cl	-100*	-11%	4%	-10	-2	2%	34%[activator]
60	Cc1ccc(C(=O)OCCOc2cccc(Cl)c2)cc1S(=O)(=O)N1CCOCC1	-11	39%	·	·	·	?	-2%
61	O=C(NCCCN1CCOCC1)c1cc2c(s1)CCC2	42	-12%	4%	33	15*	1%	-11%
62	N#Cc1c(Cl)nc(-c2cccnc2)nc1-c1ccccc1	·	-16%	-4%	-3	-3	-1%	·
63	CC1(C)C[C@@H](O)[C@]2(C)CC[C@]3(C)C(=CCC4[C@@]5(C)CC[C@H](O)[C@](C)(CO)C5CC[C@]43C)[C@@H]2C1 (stereo not given in full)	4	-22%	·	·	·	·	-4%
64	Cc1ccc(NC(=O)C2CCCN(S(=O)(=O)c3cccnc3)C2)c(C)c1 (stereo not given)	-25	2%	4%	-4	-4	-13%	-7%
65	Cc1nc2ccc3nc(NC(=O)C4COc5ccccc5O4)sc3c2s1 (stereo not given)	18	154%[activator]	6%	18	3	?	-5%&-4%
66	CCCNC(=S)N1CCC(C(=O)c2ccc(Cl)cc2)CC1	-17	9%	-9%	·	5	-1%	0%
67	S=C(NCc1ccco1)Nc1ccc(Br)cn1	?	-3%	-3%	19	11*	-4%	30%[activator]
68	CCOc1ccccc1NC(=O)c1nnn(CC(=O)Nc2cc(C)cc(C)c2)c1N	-32	-22%	·	18	3	-2%	-2%
69	Cc1ccc(/C=C/C(=O)Nc2ccc([N+](=O)[O-])cc2)o1	16	-22%	-25%	75*	36*	1%	-6%

High-throughput results from PubChem.
